Compound activity deposited in PubChem BioAssay by National Center for Advancing Translational Sciences (NCATS).
pAkt inh – Akt phosphorylation inhibition; activity change, % for hits at 50 µM; AID 651550; 360,000 tested, 0.32% active; Neuro2A IGF-stimulated pAkt S473 HTRF, 20 min; hits give low values; in the data active = activity change below about -80%; inconclusive = mostly about -51% to -80%; also: % is scaled to controls: 0 for no effect and ±100 for the full control effect
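Neuro2A cells (4,500/well, DMEM with 0.5% FBS) were treated with compound at a single 50 µM final concentration, stimulated with 6 nM IGF for 20 min at 37 °C, and lysed. Phospho-Akt Ser473 was read by HTRF as 665/615 ratio ×10^4.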
D3 antag – blocks the human D3 dopamine receptor; P35462; D3R cells, DiscoveRx beta-arrestin luminescence, antagonist mode; hits give low values; max response, negative = inhibition, %; 360,000 tested, 2.5% active; AID 652054; in the data active = max response below about -50%; inconclusive = no clear call, values can overlap the other calls; also: % is scaled to controls: 0 for no effect and ±100 for the full control effect; mostly tested at two doses, the higher about 12 µM
Target sequence (P35462 whole entry, looked up): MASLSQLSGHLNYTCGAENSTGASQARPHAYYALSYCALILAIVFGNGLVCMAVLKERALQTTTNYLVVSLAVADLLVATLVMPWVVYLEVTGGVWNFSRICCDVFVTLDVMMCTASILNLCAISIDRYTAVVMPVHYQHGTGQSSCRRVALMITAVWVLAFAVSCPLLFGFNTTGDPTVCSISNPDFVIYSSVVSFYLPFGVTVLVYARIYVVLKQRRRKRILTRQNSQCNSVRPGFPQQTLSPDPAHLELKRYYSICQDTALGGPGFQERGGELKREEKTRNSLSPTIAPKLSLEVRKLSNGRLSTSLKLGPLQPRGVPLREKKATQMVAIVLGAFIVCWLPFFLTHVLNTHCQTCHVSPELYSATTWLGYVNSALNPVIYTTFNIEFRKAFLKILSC
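Cells plated overnight at 1500 cells/well, then exposed to library compounds with dopamine controls for 90 minutes at 37 degrees C. DiscoveRx reagent added for 30–60 minutes at room temperature; luminescence read, quantitative HTS format.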
Abeta rescue – compounds reversing amyloid beta toxicity in yeast | yeast expressing A-beta42, growth rescue, OD600, 48 h; response scale: 0% DMSO, 100% iron-clioquinol control | Potency, µM (highest dose often 46.1 µM), for inactives: at the highest dose growth rescue, hits mostly activators | 410,000 tested, 0.063% active | AID 1347071; also: potency is read from the fitted curve at half-maximal effect; nearly all actives have a fitted effect of over 55% in size
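Yeast A-beta toxicity model in growth medium with pinned compounds, 48 h at 30 C; growth read as absorbance at 600 nm. Normalized to FeCl3/clioquinol equimolar mix (positive) and DMSO (negative).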
aSyn yeast inh – alpha-synuclein toxicity inhibition in yeast | Yeast expressing alpha-synuclein, growth rescue, BacTiter-Glo, 24 h | Potency, µM (doses to about 46.1 µM), inactives show top-dose growth rescue (activation), actives largely listed as activators | 370,000 tested, 0.14% active | AID 652106; also: potency is read from the fitted curve at half-maximal effect; % of control where 0% means no effect; nearly all actives have a fitted effect of over 65% in size
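Readout is rescue of growth in alpha-synuclein-expressing yeast, so inhibitors of toxicity appear as activators. Growth after 24 hr at 30 deg C in galactose medium is quantified by luminescence.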
GLP1R inv ag – GLP-1 receptor (human) inverse agonism; HEK293 GLP-1R CRE-luciferase, luminescence, 24 h; GLP-1R form is constitutively active; Potency, µM (titrated, usually from 38.3 µM), for inactives: top-dose activity change, negative = inhibition, hits mostly inhibitors; 410,000 tested, 1.6% active; AID 624417; also: potency is read from the fitted curve at half-maximal effect; % is scaled to controls: 0 for no effect and ±100 for the full control effect; nearly all actives have a fitted effect of over 55% in size
Target sequence (P43220 whole entry, looked up): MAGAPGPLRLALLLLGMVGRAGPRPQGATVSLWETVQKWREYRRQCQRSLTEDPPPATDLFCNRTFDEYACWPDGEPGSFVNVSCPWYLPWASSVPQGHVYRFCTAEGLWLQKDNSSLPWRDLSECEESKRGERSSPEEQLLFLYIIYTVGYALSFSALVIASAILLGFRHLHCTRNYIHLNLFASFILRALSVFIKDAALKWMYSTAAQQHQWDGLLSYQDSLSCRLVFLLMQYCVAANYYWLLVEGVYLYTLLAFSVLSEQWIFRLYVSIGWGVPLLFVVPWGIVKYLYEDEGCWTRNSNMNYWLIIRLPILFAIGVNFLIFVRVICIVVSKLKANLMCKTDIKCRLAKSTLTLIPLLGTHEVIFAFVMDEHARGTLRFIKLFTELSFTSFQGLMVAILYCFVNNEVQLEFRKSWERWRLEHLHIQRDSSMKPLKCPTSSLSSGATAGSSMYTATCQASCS
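GLP-1R inverse agonism mode: basal reporter luminescence in engineered HEK293 cells measured after one day of compound exposure at 37 deg C, with a 12 min room-temperature detection step.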
GLP1R ag – activates the human GLP-1 receptor. P43220. HEK293 GLP-1R CRE-luciferase, luminescence, 4-6 h; cells express a hypersensitive GLP-1R form. Potency, µM (highest dose often 45.6 µM), inactives show at the top dose activation, usual class: activators. 380,000 tested, 0.007% active; also: potency is read from the fitted curve at half-maximal effect; % of control where 0% means no effect
FUS yeast rescue – suppressors of FUS proteinopathy in yeast | S. cerevisiae FUS-expressing, growth rescue, OD600, 24 h | Potency, µM (doses to about 76.6 µM), inactives show at the highest dose growth rescue (activation), actives largely listed as activators | 390,000 tested, 0.24% active | AID 1347120;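 also: potency is read from the fitted curve at half-maximal effect; plate controls were DMSO vehicle for no effect and reference control for full effect; nearly all actives have a fitted effect of over 55% in size; some results filed as inactive show a strong effect at the top dose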
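S. cerevisiae expressing FUS from galactose induction served as the toxicity model. Growth after 24hr at 30C, read as absorbance at 600 nm, indicates suppression of toxicity; compounds dosed at several concentrations.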
PTHR1 agonist – activates the human parathyroid hormone receptor PTHR1. Q03431. AID 743266. Potency, µM (doses to about 115 µM), without a hit: at the highest dose activation, usual class: activators. HEK293 GP2 PTHR1 cells, GloSensor cAMP luminescence, 1 h. 410,000 tested, 0.075% active; also: potency is read from the fitted curve at half-maximal effect; nearly all actives have a fitted effect of over 55% in size; some results filed as inactive show a strong effect at the top dose; inactives centre near -15; many of its hits are not listed in these tables
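HEK-293-derived GP2 cells expressing PTHR1 and a GloSensor cAMP reporter, 3,000/well, plated overnight, given luciferin plus IBMX (each 0.5 mM as added) for 1 h at 37 °C, then compound for 1 h at 37 °C. Luminescence was read after 15 min at room temperature.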
TDP43 rescue – TDP-43 toxicity inhibition in yeast; 410,000 tested, 1.8% active; AID 652104; Potency, µM (top dose mostly 46.1 µM), without a hit: at the top dose growth rescue (activation), actives largely listed as activators; TDP-43 expressing yeast growth rescue, BacTiter-Glo, 24 h; also: potency is read from the fitted curve at half-maximal effect; % of control where 0% means no effect; nearly all actives have a fitted effect of over 50% in size
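Galactose-induced TDP-43 yeast, OD600=0.02, compound pinned; 24 hr, 30 deg C; BacTiter-Glo luminescence for growth. Inhibitors of TDP-43 toxicity read as activators.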
The depositor's hits bear a star; i = inactive; ? = inconclusive; · = not tested or not shown; & = joins results of further samples; [ ] = another dose, or the depositor's remark. Unless noted, calls follow the shape of the dose curve; as a rule, active = well fitted curve in the direction sought with a large enough effect; inconclusive = small, poorly fitted or top-dose-only effect, or another doubt; inactive = no such curve, though single readings can be large; an effect the other way counts as inactive or inconclusive. Some of the compounds tested. The share of hits here may be higher or lower than overall.

Below each compound: pAkt inh	D3 antag	Abeta rescue	aSyn yeast inh	GLP1R inv ag	GLP1R ag	FUS yeast rescue	PTHR1 agonist	TDP43 rescue
- O=C(NCC(c1ccc2c(c1)OCO2)N1CCN(c2ccccc2)CC1)C(=O)Nc1cccc(F)c1 (stereo not given)
→ ·	·	18%	·	8%	·	-9%	-31%[inhibitor]	11%
- CN(C)c1ccc(-c2ccnc3c2CC(C)(C(=O)Nc2ccc(Cl)cc2)O3)cc1 (stereo not given)
→ i	-2	16%	-6%	?	0%	32%	-3%	34%
- COC(=O)CN(c1ccccc1OC)S(=O)(=O)c1ccccc1
→ i	8	8%	1%	-23%	3%	-6%	i	-17%
- COc1ccccc1NC(=S)NNC(=O)c1nn(C)c(C)c1Cl
→ i	-69*	3%	3%	11%	-6%	3%	i	14%
- COCCn1cc(C(=S)N2CCCCC2)c2ccccc21
→ i	12	25%	9%	-36%	5%	7%	-2%	0%
- CC(C)C(=O)N1CCCC1(C)C(=O)Nc1ccc(F)cc1 (stereo not given)
→ i	-11	-18%	-14%	-20%	-3%	-6%	-2%	-11%
- Cc1nc(N)sc1Cc1ccc2c(c1)OCO2
→ i	-7	9%	-14%	8%	6%	-8%	-40%[inhibitor][57.5 µM]	13%
- N#Cc1ccc(OCc2nnc(SCC(=O)N3CCCc4ccccc43)n2-c2ccccc2)cc1
→ i	10	9%	2%	-76%	-1%	?	-40%[inhibitor]	24%
- Cc1cc(=O)c(C(=O)c2ccccc2)c(C)o1
→ i	-11	-28%	-6%	4%	3%	8%	i	-17%
- COCCCN1CN(S(=O)(=O)c2ccc(C)cc2C)c2nc3ccccc3nc21
→ i	-9	1%	-11%	2%	-1%	-8%	-17%	-1%
- COC(=O)c1sccc1S(=O)(=O)N1CCN(c2ccccc2OC)CC1
→ ·	·	3%	·	-17%	·	22%	i	11%
- COc1cccc(NC(=S)N2CCn3c(nc4ccccc43)C2)c1
→ i	-18	-7%	-6%	-3%	-2%	33%	-17%	0%
- O=C(NC1CCCN(Cc2ccc(Cl)cc2)C1)c1ccoc1 (stereo not given)
→ i	-23	12%	1%	-16%	10%	16%	i	-1%
- CNc1nc(NCc2ccccc2)nc(N)c1[N+](=O)[O-]
→ ·	14	20%	9%	68%[activator]	17%	13%	-8%	?
- CCCCN(C=O)c1c(CC)nc2ccc(C(=O)NCCOc3ccc(OC)cc3)cn12
→ i	-3	-13%	-9%	22%	-6%	9%	i	1%
- CC(C)(C)c1ccccc1NC(=O)CN1C(=O)NC2(CCCCCC2)C1=O
→ i	-11	-2%	3%	-15%	-24%	·	i	-18%
- CCOC(=O)CC1(NC(=O)C2CCC(=O)N(Cc3ccccc3F)C2)CCCCC1 (stereo not given)
→ i	4	7%	0%	11%	-3%	4%	i	0%
- Cc1cc(C)c(/C=C/c2onc(C)c2S(=O)(=O)N2CCC(C(=O)NCC(C)c3ccccc3)CC2)c(C)c1 (stereo not given)
→ ·	·	0%	·	-5%	·	33%	-8%	7%
- CC[C@@H]1C=C(C(=O)O)[C@H](c2ccc(C)cc2)N1S(=O)(=O)c1ccc(C)cc1
→ i	2	-13%	4%	3%	-3%	-12%	-20%	8%
- Cc1ccc(NC(=O)CN(C)C(=O)CSc2nc3ccccc3o2)cc1
→ i	-12	25%	5%	-18%	-6%	-8%	-10%	?
- COc1ccc(N2CCN(CCCNS(=O)(=O)c3ccc4c(c3)oc(=O)n4C)CC2)cc1
→ i	-10	7%	0%	-12%	2%	-15%	i	6%
- O=C(Nc1ccc(N2CCN(C(=O)c3cccs3)CC2)cc1)c1ccccc1F
→ i	3	5%	0%	?	10%	13%	-15%	-8%
- CCN1C[C@@H]2[C@@H]3C(=O)N(C)C(=O)[C@@H]3[C@](CC)(C1=O)N2C(=O)c1ccc(F)cc1
→ i	24	-11%	-1%	1%	5%	-12%	i	-1%
- CC(=O)Nc1ccc(-c2nnc3n(CC(C)C)c(=O)c4ccccc4n23)cc1
→ ·	·	-18%	·	6%	·	-7%	i	-4%
- N#CCOC(=O)[C@H](Cc1c[nH]c2ccccc12)NS(=O)(=O)c1ccc(Cl)cc1
→ i	-5	9%	3%	-7%	-2%	18%	-37%[inhibitor]	14%
- CC(C)CC(NS(=O)(=O)OCC(Cl)(Cl)Cl)c1ccccc1 (stereo not given)
→ i	-26	-80%[inhibitor]	-54%[inhibitor]	-5%	14%	11%	-56%[inhibitor]	-91%[inhibitor]
- CC(C)c1onc(C(=O)N2CCC(C(N)=O)CC2)c1[N+](=O)[O-]
→ i	4	-25%	-5%	4%	-1%	-25%	-1%	5%
- O=C(COC(=O)CCc1nc2ccccc2s1)Nc1cccc(S(=O)(=O)N2CCOCC2)c1
→ ·	-12	14%	·	0%	6%	30%	-35%[inhibitor]	7%
- O=C(COC(=O)c1ccc(S(=O)(=O)N2CCCC2)cc1)Nc1ccc(N2CCOCC2)cc1
→ i	-5	-13%	10%	12%	7%	2%	-13%	12%
- COc1ccc(CNC(=O)COC(=O)c2cc(-c3ccc(Cl)s3)nc3ccccc23)cc1
→ i	19	0%	1%	69%[activator]	7%	?	i	-5%

For reference, part of the list above:
Below each compound: pAkt inh	D3 antag	Abeta rescue	aSyn yeast inh	GLP1R inv ag	GLP1R ag	FUS yeast rescue	PTHR1 agonist	TDP43 rescue
- COc1ccc(N2CCN(CCCNS(=O)(=O)c3ccc4c(c3)oc(=O)n4C)CC2)cc1
→ i	-10	7%	0%	-12%	2%	-15%	i	6%
- O=C(Nc1ccc(N2CCN(C(=O)c3cccs3)CC2)cc1)c1ccccc1F
→ i	3	5%	0%	?	10%	13%	-15%	-8%

(further entries)
Below each compound: pAkt inh	D3 antag	Abeta rescue	aSyn yeast inh	GLP1R inv ag	GLP1R ag	FUS yeast rescue	PTHR1 agonist	TDP43 rescue
- CCOc1ccc(NC(=O)c2cc(S(=O)(=O)N3CCCCC3)c[nH]2)cc1
→ i	-11	0%&0%	-3%	-11%&-27%	2%	-21%&-13%	-19%	5%&-25%
- Cc1ccc(OCc2nnc(SCC(=O)N3c4ccccc4Sc4ccc(Cl)cc43)o2)cc1
→ i	-13	14%	2%	?	0%	·	-10%	23%
- COCCCNC(=O)c1c(N)n(-c2cccc(S(N)(=O)=O)c2)c2nc3ccccc3nc12
→ ·	26	-2%	2%	?	17%	21%	-18%[57.5 µM]	3%
- CC(C)(C)N=Cc1cc(-c2ccccc2)sc1O
→ i	0	-1%	-3%	5%	-1%	17%	-22%[57.5 µM]	?
- COC(=O)[C@H](Cc1ccccc1)NC(=O)Nc1ccc(S(N)(=O)=O)cc1
→ i	-15	-10%	-1%	3%	-8%	34%	i	-12%
- COCCNC(=O)c1ccc2c(c1)CCN2S(C)(=O)=O
→ i	14	-9%	-5%	25%	2%	3%	i	-10%[1.82 µM]
- COc1ccccc1-c1cnc(C(O)c2c(C)cc(C)cc2C)[nH]1 (stereo not given)
→ i	0	9%	-2%	-7%	6%	0%	-22%	2%
- Cc1ccc(C(C[N+](=O)[O-])Sc2ccc(N)cc2)cc1 (stereo not given)
→ i	6	-92%[inhibitor]	4%	?	1%	4%	-27%	-90%[inhibitor]
- CCCCOCCCN1CC(=O)N2C(C)c3[nH]c4ccccc4c3C[C@H]2C1=O (stereo not given in full)
→ i	5	4%	2%	?	6%	20%	-26%	25%
- CC(Sc1nnnn1C)C(=O)Nc1ccccc1 (stereo not given)
→ i	7	-17%	-6%	4%	0%	9%	-4%	-9%
- COc1ccc(/C=C(\NC(=O)c2ccccc2)C(=O)NCCN2CCOCC2)cc1OC
→ i	-4	-8%	0%	1%	9%	24%	i	-13%
- O=c1n(CC2CO2)c(=O)n(CC2CO2)c(=O)n1CC1CO1 (stereo not given)
→ i	-7	1%	6%&-1%	10%	1%&-5%	·	i	17%
- Cc1ccc(C(=O)N2N=C(c3ccc(NS(C)(=O)=O)cc3)CC2c2cccs2)cc1 (stereo not given)
→ i	-23	10%	-2%	?	-1%	?	i	23%
- CC(C)(CN1CCN(C(c2ccccc2)c2ccccc2)CC1)NS(=O)(=O)c1ccccc1
→ i	-53*	-3%	3%	?	9%	21%	-16%	-5%
- Cc1cccnc1NC(=O)CNC(=O)c1cccs1
→ i	-1	-2%	-1%	12%	-10%	7%	i	-9%
- CCN(C(=O)COC(=O)c1cc(S(=O)(=O)N(C)C)ccc1Cl)C1CCS(=O)(=O)C1 (stereo not given)
→ i	-2	5%	-5%	-8%	-6%	-3%	i	10%
- CC(C)Oc1ccc2ccccc2c1C=O
→ i	0	-8%	0%	0%	1%	·	-4%	-14%
- CC(C)c1ccc(C=NNc2ccc([N+](=O)[O-])cn2)cc1
→ i	-27	?	3%	-56%	23%	-2%	-37%[inhibitor]	1%
- Cc1ccccc1-n1nnnc1SC(C)C(=O)NC1CCCc2ccccc21 (stereo not given)
→ i	26	9%	-2%	?	-5%	·	i	17%
- O=C1CCC(C(=O)N2CCc3c(Cl)cccc3C2)CN1CCCN1CCOCC1 (stereo not given)
→ i	-3	12%	3%	-1%	-3%	·	-29%	?
- O=C(c1ccccc1)N1CCN(CC2CC=CCC2)CC1 (stereo not given)
→ i	-60*	12%	-12%	7%	4%	17%	i	2%
- N#Cc1c(-c2ccco2)cc(-c2ccc(F)cc2)nc1N
→ i	-5	14%	-4%	1%	3%	36%	-2%	-11%
- COCCN(C(=O)CSc1nnc(-c2ccc(F)cc2)n1N)c1c(N)n(CC(C)C)c(=O)[nH]c1=O
→ i	-3	0%	-5%	1%	-4%	-32%	-24%	3%
- COc1cc(CCC(=O)NCc2ccc3c(c2)CCN3C(=O)c2cccc(C)c2)cc(OC)c1OC
→ ·	·	-12%	·	-14%	·	-3%	?	-18%
- CC1(C(=O)NS(=O)(=O)c2ccc(Cl)s2)CCN1C(=O)Cc1ccc(Cl)cc1Cl (stereo not given)
→ i	29	16%	-4%	-16%	-7%	-13%	-16%	23%
